hcDAF12 agonist – activates DAF-12 receptor from parasite H. contortus; HEK293 hcDAF-12 lit1-tk-luc reporter, luminescence; 0% DMSO, 100% Δ7-dafachronic acid; activation, % at 6.8 µM; 370,000 tested, 1.4% active; AID 652067;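 active means activation above the mean of all tested compounds plus 3 SD, cut at about 5.5% in these data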;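 further: 100% = response to 3 µM Δ7-dafachronic acid high control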
DAX1 inh-1 – NR0B1 (DAX1) inhibition; HEK293 Gal4-DAX1 luciferase reporter, luminescence; AID 504766; P51843; 340,000 tested, 0.99% active; inhibition, % at 6.75 µM;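 active means inhibition above the mean over all tested compounds plus 3 SD, cut at about 4.2% in these data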;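 further: 0% = DAX1-transfected cells with DMSO and 100% = empty-vector control cells with DMSO; inhibition shows as a rise in luminescence from relieved DAX1 repression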
NR1D1 modulator – Rev-erb alpha (human) modulation; Rev-erbα–FITC-DNA binding, fluorescence polarization, 90 min; activity, % at 10 µM; 370,000 tested, 0.79% active; AID 1259318;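 active means activity above about 14%, limit read from the data; passing the limit was not always enough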;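 further: 0% = DMSO wells with 35 nM protein and 100% = DMSO wells with 750 nM protein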
GAA850 FXN act – increases GAA850 frataxin promoter reporter activity; HEK293 lucGAA850 FXN promoter luciferase reporter, 24 h; percent of 10 µM SAHA response; activation, % at 6 µM; 360,000 tested, 0.56% active;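 active means activation above the average of all compounds screened plus 3 SD, cutoff fixed separately per campaign, cut at about 7.5% in these data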;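 further: 0% = DMSO wells and 100% = 10 µM SAHA wells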
PLC-beta3 inh – blocks human PLC-beta3 enzyme activity; 370,000 tested, 0.18% active; inhibition, % at 12.2 µM; AID 720704; Purified PLC-beta3, fluorogenic substrate, fluorescence; in the data active means inhibition above about 11%;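 further: 0% = median of compound wells on plate and 100% = full blocker control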
SMARCA2 activ – activators of SMARCA2 function; MG213 cells, MMTV-luciferase reporter, dexamethasone, overnight; activation, % at 9.1 µM; 370,000 tested, 1% active; in the data active means activation above about 7.8%;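 further: 0% = vehicle wells and 100% = reference activator wells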
sPLA2-III inh – Blocks human group III sPLA2 activity; QFRET BODIPY PC-A2 liposome hydrolysis, fluorescence; AID 743126; 370,000 tested, 0.56% active; inhibition, % at 12.2 µM;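 active means inhibition above mean plus 3 SD of compounds lying within the high and low control bounds, cut at about 19% in these data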;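 further: 0% = median of test compound wells and 100% = no enzyme DMSO wells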
ssDAF-12 act – activators of S. stercoralis DAF-12 nuclear receptor | HEK293 ssDAF-12/GRIP1 lit1-tk-luc reporter, luminescence; % of 3 µM dafachronic acid response | activation, % at 6.8 µM | 370,000 tested, 1% active;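 active means activation above the mean over all tested compounds plus 3 SD, cut at about 0.9% in these data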;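 further: 0% = DMSO-only wells and 100% = 3 µM delta7-dafachronic acid wells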
DAX1 inh-2 – DAX1 (NR0B1) inhibition, primary screen; 370,000 tested, 1.1% active; AID 652010; inhibition, % at 6.8 µM; HEK293T StAR-luciferase reporter, SF-1/DAX-1 repression relief;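 active means inhibition above the mean over all tested compounds plus 3 SD, cut at about 3.6% in these data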;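 further: 0% = DAX-1 cells with DMSO and 100% = cells lacking DAX-1 with DMSO; higher inhibition means more luminescence from relief of DAX-1 repression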
PG9 Ab binder – PG9 antibody binding by small molecule. TR-FRET gp120-PG9 antibody binding. inhibition, % at 6.7 µM. 360,000 tested, 0.43% active; in the data active means inhibition above about 8.5%
hgDAF-12 ag – hgDAF-12 agonism, primary luciferase screen | HEK293 GAL4-hgDAF12 UAS-luciferase reporter, agonist luminescence; normalized to butyrate control | AID 687014 | activation, % at 6.8 µM | 370,000 tested, 1.8% active;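 active means activation above a cutoff set at the mean of all screened compounds plus 3 SD, cut at about 10% in these data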;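 further: 0% = DMSO wells and 100% = sodium butyrate wells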
* marks the source's active call; other numbers are inactive results; i = inactive; . = no result given; & = joins results of further samples. Rows are unselected; 7% or so of the library scored in one or more.

Screens in order: hcDAF12 agonist	DAX1 inh-1	NR1D1 modulator	GAA850 FXN act	PLC-beta3 inh	SMARCA2 activ	sPLA2-III inh	ssDAF-12 act	DAX1 inh-2	PG9 Ab binder	hgDAF-12 ag
- Cn1nc(C(=O)N2CCOCC2)c([N+](=O)[O-])c1C(=O)N1CCOCC1
 : 1.1	-0.7	3	-0.3	2	0	5	-1.8	-0.6	-0.6	1.7
- O=C(COc1nncc2ccccc12)NCCC1=CCCCC1
 : -0.5	-0.4	-2	1.3	2	-3	-2	-0.8	-0.2	0.2	1.5
- CC(=O)Nc1ccc(OC(=O)COc2ccc(Br)cc2)cc1
 : 0.1	1.0	-3	1.0	0	1	0	-0.4	-0.2	-3.2	0.4
- COc1ccc(NC(C)=O)cc1NC(=O)c1c(C)noc1C
 : -0.3	1.8	4	-1.8	3	-4	4	-0.7	-0.5	-1.6	0.7
- C=CCn1c(SCC(=O)NCC2CCCO2)nnc1C1CCCCC1 (centres undefined)
 : -0.7	-0.1	-4	-0.2	2	-1	-2	-1.4	0.1	-0.4	1.9
- COc1cc(C(=O)N2CCN(C(=O)c3cc(-c4ccc(Br)cc4)n[nH]3)CC2)cc(OC)c1OC
 : 1.3	0.2	4	0.3	-6	-1	-23	-1.2	-0.2	-1.5	2.2
- O=C1CN(C(=O)c2cc3ccccc3oc2=O)C(c2ccc(F)cc2)c2cc(F)ccc2N1 (centres undefined)
 : 0.2	1.5	-8	-0.4	-1	-3	2	-1.4	-0.4	0.0	-1.4
- COC(=O)c1cn(NC(=O)c2ccc(OC)c(OC)c2)c(=O)c2ccccc12
 : -1.9	2.6	-1	0.7	2	0	4	-0.9	0.6	-0.3	1.0
- CCC(=O)Nc1nc2c(OC)ccc(C)c2s1
 : 3.1	-0.4	7	1.3	-4	0	-2	-0.3	-0.1	0.3	4.2
- COc1ccc(-c2cnc(C(O)c3ccc(CN4CCCCC4)cc3)[nH]2)cc1 (centres undefined)
 : -0.6	.	-1	0.8	-6	-1	-10	-0.7	-0.2	-0.6	1.1
- Cc1ccc(C(c2sc3ncnn3c2O)N2CCC(C)CC2)cc1 (centres undefined)
 : -2.2	1.1	3	-0.2	-3	-4	-30	-1.1	-0.5	1.2	-2.1
- Cc1csc(NC(=O)COc2ccc3c(c2)CCC3)n1
 : 3.9	1.6	-1	1.9	-2	2	-5	-0.3	4.7*	-0.1	14*
- COc1ccc(Cn2cc3c(-c4ccc(F)cc4)nnc-3c3cc(OC)c(OC)cc32)cc1
 : -1.0	0.4	5	1.0	i	22*	-7	-1.4	-0.9	0.5	-3.2
- COC(=O)/C=C/c1cnc2ccccc2c1
 : -0.5	0.1	4	0.5	-1	3	4	-1.2	-0.6	-2.1	4.2
- Cn1c(O)c(N=NC(=O)Cn2ccc(C(F)(F)F)n2)c2ccccc21
 : 9.1*	-1.5	-6	-0.6	3	4	-12	-0.8	-0.1	-2.6	1.9

For convenience, part of the list above.
Screens in order: hcDAF12 agonist	DAX1 inh-1	NR1D1 modulator	GAA850 FXN act	PLC-beta3 inh	SMARCA2 activ	sPLA2-III inh	ssDAF-12 act	DAX1 inh-2	PG9 Ab binder	hgDAF-12 ag
- Cn1nc(C(=O)N2CCOCC2)c([N+](=O)[O-])c1C(=O)N1CCOCC1
 : 1.1	-0.7	3	-0.3	2	0	5	-1.8	-0.6	-0.6	1.7
- O=C(COc1nncc2ccccc12)NCCC1=CCCCC1
 : -0.5	-0.4	-2	1.3	2	-3	-2	-0.8	-0.2	0.2	1.5
- CC(=O)Nc1ccc(OC(=O)COc2ccc(Br)cc2)cc1
 : 0.1	1.0	-3	1.0	0	1	0	-0.4	-0.2	-3.2	0.4
- COc1ccc(NC(C)=O)cc1NC(=O)c1c(C)noc1C
 : -0.3	1.8	4	-1.8	3	-4	4	-0.7	-0.5	-1.6	0.7
- C=CCn1c(SCC(=O)NCC2CCCO2)nnc1C1CCCCC1 (centres undefined)
 : -0.7	-0.1	-4	-0.2	2	-1	-2	-1.4	0.1	-0.4	1.9
- COc1cc(C(=O)N2CCN(C(=O)c3cc(-c4ccc(Br)cc4)n[nH]3)CC2)cc(OC)c1OC
 : 1.3	0.2	4	0.3	-6	-1	-23	-1.2	-0.2	-1.5	2.2

Other records:
Screens in order: hcDAF12 agonist	DAX1 inh-1	NR1D1 modulator	GAA850 FXN act	PLC-beta3 inh	SMARCA2 activ	sPLA2-III inh	ssDAF-12 act	DAX1 inh-2	PG9 Ab binder	hgDAF-12 ag
- CC1=C(C(=O)OC(C)C)C(c2cccs2)N2C(=O)CCSC2=N1 (centres undefined)
 : 3.6	-0.5	-7	2.3	1	-2	-1	-1.1	-0.7	0.5	-1.9
- COC(=O)c1ccc(CSc2nc(C)nc3sc(C)c(C)c23)o1
 : -0.2	0.3	-2	5.0	-7	-1	4	-1.8	-0.4	3.2	3.7
- CCC(C)(C)C1CCc2c(sc(NC(=O)c3cccs3)c2C(N)=O)C1 (centres undefined)
 : -2.8	0.7	29*	-0.5	-6	-1	-4	-1.0	-0.5	-1.3	-1.8
- CCOn1c(=O)c(=O)n(OCc2ccccc2)c2ccccc21
 : 1.9	-0.1	-7	0.1	1	1	-1	-0.7	-0.4	5.6	0.6
- COc1ccc(OC(=O)CCCN2C(=O)c3ccccc3C2=O)cc1
 : -0.7	-0.1	2	-3.5	2	1	-2	-1.1	0.2	-4.7	1.7
- COc1cc(CNC(C)(C)CO)cc(Br)c1OCc1ccccc1
 : 1.6	-0.5	-4	1.6	1	-1	-11	-1.2	0.5	-1.3	0.8
- Cc1ccc(S(=O)(=O)NC2=NCCCCC2)cc1
 : -0.3	-1.1	-5	0.5	7	2	0	-1.6	0.1	-1.8	-1.0
- CSc1ncc(Cl)c(C(=O)Nc2cccc(C)c2)n1
 : 2.3	-1.3	-1	3.3	1	-1	-4	-1.0	-0.8	-1.0	-1.2
- O=C(NC1CCCC1)C1C(c2ccc(C(F)(F)F)cc2)=Nc2ccccc2N1C(=O)c1cccc2ccccc12 (centres undefined)
 : -0.1	.	4	.	-6	-5	9	-0.6	0.9	-1.6	-1.3
- O=C1CN(C(=O)c2ccc(Cl)c([N+](=O)[O-])c2)c2ccccc2N1
 : -2.0	1.4	0	0.8	-11	-2	15	-1.6	-0.2	-0.5	0.1
- CCOC(=O)C1CCN(S(=O)(=O)c2cn(C)c(=O)n(C)c2=O)CC1
 : 0.5	2.2	0	-1.8	2	-1	-2	-1.0	-0.1	1.3	5.1
- Cc1ccc(NC(=O)COC(=O)CCc2c(C)nc3ncnn3c2C)cc1C
 : -0.2	0.8	10	1.2	5	5	5	-0.8	0.4	-1.6	-4.0
- CCN(CC)CCOCCOc1cc(C)c(Cl)c(C)c1
 : -0.7	0.1	0	1.0	3	-3	-5	-0.9	-0.2	-1.6	0.9
- O=C1NC(c2ccc(F)cc2)Oc2ccccc21 (centres undefined)
 : 0.3	0.2	1	0.8	-14	-4	13	-1.6	0.4	-0.9	-1.9
- Cc1ccc(S(=O)(=O)SC/C=C/CSS(=O)(=O)c2ccc(C)cc2)cc1
 : 0.1	5.5*	1	5.4	-6	1	1	-0.5	-0.5	0.1	0.9
- COCC(=O)Nc1ccc2c(c1)[C@@H]1C[C@H](CC(=O)NCc3ccccc3)O[C@@H](CO)[C@@H]1O2
 : 3.6	0.0	-8	-1.4	1	5	7	-1.2	-0.1	1.5	0.4
- Cc1ccc([C@H]2C[C@]34CN(Cc5ccccc5)S(=O)(=O)[C@H]3C[C@H]2O4)cc1
 : -1.1	.	-7	.	3	4	9	-0.5	0.9	-0.2	2.0
- CN(C)/C=C(\C=O)c1ncc(C(F)(F)F)cc1Cl
 : -0.3	-0.9	3	-0.4	-2	0	-1	-0.1	0.1	-1.4	-0.8
- C=CCOc1nc2c(c(=O)n(C)c(=O)n2C)n1Cc1ccccc1
 : -2.6	2.2	-4	-0.7	-3	-2	4	0.1	-0.4	-2.3	-1.7
- O=C(COc1ccc(Cl)cc1Cl)NCCCN1CCOCC1
 : -0.6	0.4	0	1.3	1	-2	0	-1.2	-0.3	-4.0	1.4
- Cc1onc(-c2ccccc2)c1C(=O)OCC(=O)Nc1ccc2c(c1)OCO2
 : -1.5	2.4	5	-0.5	3	-4	-10	-1.8	-1.3	-0.8	-0.7
- CN(CCOC(=O)/C=C/c1ccccc1)C(C)(C)C
 : -0.9	-0.8	1	0.1	2	-1	1	-0.8	0.1	-1.4	1.8
- Cc1ccc(CN2C(=O)/C(=C\c3ccc(C(=O)NCc4cccnc4)cc3)Oc3ccccc32)cc1
 : -3.1	.	3	.	-207	5	-1	-1.3	-2.0	-1.1	-5.1
- COc1cc(/C=C/C(=O)OCC(=O)Nc2ccc3c(c2)OCO3)ccc1O
 : 0.2	0.4	0	1.4	-36	0	-9	-0.6	0.6	0.3	0.9
- COCCCn1cn[nH]c1=S
 : 0.1	3.7	-2	-0.1	0	5	2	-0.5	0.0	-1.4	-1.2
- CCOC(=O)C(CC)n1cnc2sc3c(c2c1=O)CCC3 (centres undefined)
 : -1.5	-0.9	-5	1.4	-6	1	2	-0.8	0.3	0.8	-0.2
- Cc1nc(C)c(CCNC(=O)c2cccc(Cl)c2)s1
 : -1.2	-0.2	4	3.2	4	-3	0	-0.8	-0.2	-0.2	1.4
- CC(Oc1ccc(Cl)cc1)C(=O)N1CCCc2ccccc21 (centres undefined)
 : -0.1	-1.3	8	-1.0	-9	0	7	-0.5	-1.4	-1.0	-0.4
- CCC1Oc2ccc(C)cc2N(CC(=O)NCc2cccc(OC)c2)C1=O (centres undefined)
 : 0.6	-0.1	-2	-0.3	8	-4	-8	-1.4	-1.1	-2.1	0.8
- Cn1c(SCC(=O)Nc2nnc(-c3ccccc3)o2)nnc1C1CC1
 : -0.1	1.4	-4	2.5	-6	-1	13	-0.8	-1.4	1.7	1.1
- O=c1c2ccccc2nc2n1CCC2O (centres undefined)
 : -0.9	0.2	2	1.7	-4	-1	10	-0.6	0.5	-1.0	1.8
- COC(C)c1oc2c(C)c3oc(=O)cc(C)c3cc2c1C (centres undefined)
 : -0.6	2.8	3	4.8	-283	3	-4	-1.6	-0.2	0.0	-1.3
- CC1Cn2c(nnc2-c2cccc(N)c2)S1 (centres undefined)
 : -2.4	1.1	3	-0.4	-2	1	6	-1.1	-0.7	1.0	3.8
- CCOC(=O)[C@]12CCCC=C1N(Cc1cccc3ccccc13)C(=O)[C@H](CC(=O)NCC1CCCCC1)C2
 : 0.1	.	-1	.	2	-1	6	-0.8	-0.5	-2.7	5.1
- O=C(CSc1nnc(-c2ccc(Cl)cc2)n1CC1CCCO1)NC1CCS(=O)(=O)C1 (centres undefined)
 : 1.0	0.3	1	0.6	0	-1	0	-1.7	-0.3	1.1	-0.1
- O=C1NC[C@H](c2ccccc2)N(CC2CCCCC2)C1=O
 : -1.4	1.5	-2	1.7	0	-1	3	-1.1	0.1	0.8	2.8
- COc1ccc2nc(NC(=O)C3CCN(S(=O)(=O)c4cccnc4)CC3)sc2c1
 : -0.6	-1.4	-4	0.2	1	-1	-10	-1.4	-2.3	-0.3	1.2
- N#CCCN=C(NS(=O)(=O)c1ccccc1)c1ccccc1
 : 0.3	1.2	-2	-1.5	-2	-2	4	-0.5	-0.6	-0.8	0.3
- O=C(Nc1cccc2nsnc12)c1cccs1
 : 1.1&1.1	2.6&1.6	4&-2	2.9&2.2	-221	4&0	6&0	-0.6&-0.1	0.0&-1.0	-3.5&-3.5	10&7.6
